USP17 inh: blocks human USP17 ubiquitin-rhodamine cleavage | purified USP17, Ub-rhodamine cleavage fluorescence, 3 h | inhibition, % at 50 µM | AID 1645855 | 47,000 compounds, 6.5% hits | A8MUK1
Target sequence (A8MUK1 whole entry, looked up): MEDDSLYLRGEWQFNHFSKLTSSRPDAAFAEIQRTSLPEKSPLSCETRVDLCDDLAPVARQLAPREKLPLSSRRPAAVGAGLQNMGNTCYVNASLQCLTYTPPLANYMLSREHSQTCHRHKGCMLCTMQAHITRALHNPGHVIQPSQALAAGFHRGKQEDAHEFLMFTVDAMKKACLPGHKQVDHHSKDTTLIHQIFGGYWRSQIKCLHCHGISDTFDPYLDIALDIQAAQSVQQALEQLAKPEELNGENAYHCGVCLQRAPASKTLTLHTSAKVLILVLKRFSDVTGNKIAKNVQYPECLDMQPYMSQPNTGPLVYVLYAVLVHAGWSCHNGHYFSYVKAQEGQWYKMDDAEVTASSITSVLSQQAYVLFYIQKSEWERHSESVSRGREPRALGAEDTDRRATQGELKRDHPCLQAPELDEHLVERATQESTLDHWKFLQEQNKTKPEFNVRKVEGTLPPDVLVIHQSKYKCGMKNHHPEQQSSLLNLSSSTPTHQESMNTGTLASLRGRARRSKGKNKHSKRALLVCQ
OTUD3 inh: inhibitors of human OTUD3 deubiquitinase; inhibition, % at 25 µM; purified OTUD3, Ub-rhodamine fluorescence, 2 h; 47,000 compounds, 0.7% hits
USP8 block: blocks human USP8 ubiquitin-rhodamine cleavage | P40818 | purified USP8, Ub-rhodamine cleavage fluorescence, 30 min | inhibition, % at 20 µM | 47,000 compounds, 4.2% hits | AID 1645853
USP7 inh: blocks human USP7 ubiquitin-rhodamine cleavage | Q93009 | purified USP7, Ub-rhodamine cleavage fluorescence | inhibition, % at 20 µM | 47,000 compounds, 0.3% hits | AID 1645854
USP30 block: human USP30 deubiquitinase inhibition. Q70CQ3. AID 1645860. 47,000 compounds, 5.3% hits. purified USP30, Ub-rhodamine cleavage fluorescence. inhibition, % at 25 µM
USP10 inh: human USP10 deubiquitinase inhibition; Q14694; purified USP10, Ub-rhodamine fluorescence, 60 min; inhibition, % at 20 µM; 47,000 compounds, 1.1% hits
UCHL1 block: human UCHL1 deubiquitinase inhibition. purified UCHL1, Ub-rhodamine cleavage fluorescence. inhibition, % at 20 µM. 47,000 compounds, 0.2% hits
USP28 inh: human USP28 deubiquitinase inhibition | purified USP28, Ub-rhodamine cleavage fluorescence, 30 min | inhibition, % at 25 µM | 47,000 compounds, 3% hits | AID 1645857
Numbers without * were called inactive; . = no result given. Cut-off read from the data, not from the text of the source: active = inhibition above about 30%; inactive = the rest.

canonical_smiles,USP17 inh,OTUD3 inh,USP8 block,USP7 inh,USP30 block,USP10 inh,UCHL1 block,USP28 inh
CCn1cc(Cn2cc(Cl)c(N)n2)c(C)n1,5,7,7,0,17,4,1,11
COc1cccc(N2CCCn3c2nc2c3c(=O)n(Cc3ccccc3)c(=O)n2C)c1,8,4,-8,0,14,1,1,1
Cc1cccc(S(=O)(=O)NCc2nc3cccnc3n2C2CC2)c1,.,-21,-84,-5,-67,-12,-4,-27
CCOC(=O)CSc1nc2nccnc2c(=O)n1Cc1ccccc1,-10,11,-26,1,-5,-5,0,1
CCN1CCN(c2ccc(C(=O)OC)cc2NC(=O)c2sc3ccccc3c2Cl)CC1,0,1,1,5,15,-1,1,0
Fc1ccc(-c2nnc(-c3cnc4onc(C5CCCC5)c4c3)o2)cc1,-18,-3,7,6,-39,0,-5,-17
COc1ccc(C(=O)N2CCCC(c3ccc4cn[nH]c4n3)C2)cc1F (centres undefined),-6,4,-77,-2,-42,-4,-3,-6
Cc1nn(-c2ccccc2)c2c1c(C)c(CCC(=O)Nc1ccccc1F)c(=O)n2C,7,6,14,3,5,4,2,0
CCCCc1nc2sc3c(SCC(=O)OC)ncnc3c2c2c1CCC2,-5,-9,-1,-3,-13,-1,0,26
CN1CCCN(C(=O)c2ccccc2F)c2nc3ccccc3nc21,3,-1,10,-3,-27,-2,3,-2
COc1ccc(C(C(=O)NCc2ccccc2)N(C(=O)CCN2CCc3ccccc32)c2ccc3c(c2)OCO3)cc1 (centres undefined),-10,-11,23,5,-91,0,2,-27
COc1cccc(NC(=O)CN2C(=O)C3CCCN3C(=O)c3cc(C)ccc32)c1 (centres undefined),-10,-10,-5,-1,-7,1,2,-7
O=C(Cn1cc(C(=O)c2ccccc2)c(=O)c2cc3c(cc21)OCCO3)Nc1ccc(F)cc1,-24,-38,9,5,-161,12,-2,-39
COc1ccc(C(C(=O)NC2CCCCC2)N(C(=O)c2ccco2)c2ccccc2C)cc1OC (centres undefined),-9,-1,-20,-5,0,1,1,-8
COc1ccc(Cl)cc1NC(=O)Nc1ccccc1N1CCCCC1,-7,0,14,3,-5,-1,1,0
CCc1noc(-c2csc(C(=O)NCc3ccc(F)cc3)n2)n1,0,0,5,-5,6,-3,0,5
CCc1nnc2ccc(-c3noc(COc4cccc(C)c4)n3)cn12,.,-2,-4,-9,-4,-9,-2,24
O=C(NCc1cccc(C(F)(F)F)c1)c1ccc(-n2cccn2)nc1,7,8,-10,9,32*,6,6,6
CNC(=O)C1CCN(c2nc3ccc(-c4cncnc4)nc3s2)CC1,3,-2,1,0,-13,-1,-6,-5
Cn1c(=O)c(=O)n(C)c2cc(S(=O)(=O)CCC(=O)NCCc3ccc(Cl)cc3)ccc21,16,15,-1,-3,11,0,-1,19
Cc1nc(-c2cc(S(=O)(=O)N3CCCCC3)cn2C)sc1C(=O)N1CCCC1,-5,0,-3,0,-11,1,0,-10
COc1ccc(NC(=O)COc2ccccc2C#N)cc1S(=O)(=O)Nc1ccccc1Cl,22,-9,-6,4,-64,10,1,-17
N#Cc1ccc(C(=O)Nc2ccc3c(N4CCCC4)ncnc3c2)cc1,31*,-8,23,-5,-12,-2,4,-2
COCCN1C(=O)CCc2cc(NS(=O)(=O)c3ccc(C)c(F)c3)ccc21,-4,-7,-19,-1,4,-2,-1,0
O=C(CCCC1=NS(=O)(=O)c2ccccc2N1)Nc1cccc(C(F)(F)F)c1,19,-7,-34,-3,14,0,0,-3
CCOC(=O)c1cccc(C(=O)Nc2ccc(Cl)cn2)n1,19,0,0,-2,6,1,-2,5
Cc1cccc(-n2cnc(C(=O)N3CCN(Cc4ccc5c(c4)OCO5)CC3)c2)n1,-15,-11,-46,-5,-9,-1,-1,-7
O=C(C1CCN(c2nc3cccnc3s2)CC1)N1CCC(N2CCCCC2)CC1,0,-2,4,0,-2,-1,0,-4
COc1ccc(S(=O)(=O)NCc2cnn3ccccc23)cc1C,3,0,12,4,1,1,2,0
Cc1ccc(NC(=O)c2nnn(CC(=O)Nc3cccc(C)c3C)c2N)cc1C,27,23,72*,27,38*,36*,3,27
Cc1ncc(-c2c[nH]c3ccccc23)o1,9,7,0,0,8,-3,0,7
Cc1nn(-c2cccc(Cl)c2)c2c1C(C(=O)c1ccc3c(c1)OCCO3)CC(=O)N2 (centres undefined),25,1,-33,-25,1,-2,2,4
Cc1cccc(CO[C@H]2CN(C(=O)CN(C)C)[C@@H]3CCCO[C@H]23)n1,-6,0,0,0,4,-1,-1,-6
COc1ccccc1C(=O)Nc1cccc(S(=O)(=O)N2CCc3sccc3C2)c1,-11,0,-24,6,-29,1,0,-6
Cc1cccc(N2CCCn3c2nc2c3c(=O)n(CC(=O)OCc3ccccc3)c(=O)n2C)c1,-3,8,-30,6,-24,1,1,6
CCCCN1CCN(C(=O)c2cnc(-c3ccc(F)cc3)nc2-c2ccncc2)CC1,-9,-8,-13,-2,-22,-4,-3,-24
CN(C)CCCNC(=O)c1cc2cn(C3CCCC3)cc2s1,6,-7,63*,0,-37,-3,0,-4
COc1ccc(-c2cn3cccnc3n2)cc1NS(=O)(=O)c1ccc(F)cc1,1,3,12,4,9,-3,2,4
CN1C[C@@H]2C[C@H](NS(=O)(=O)c3ccc4ncsc4c3)CN2Cc2ccccc21,-16,-6,5,-1,-74,-7,-2,-11
CS(=O)(=O)c1ccc(N2CCCN(C(=O)c3cccs3)CC2)cc1,3,11,9,3,13,1,0,8
O=C(Cn1cnc2c(cnn2-c2ccc(Cl)c(Cl)c2)c1=O)N1CCOCC1,12,1,0,0,-15,-3,0,-3
Cn1ccc(-c2cc(C(=O)NCc3ccncc3)c3ccccn23)n1,-49,-39,-6,-14,-239,-4,-15,-53
CC(C)(C)OC(=O)N1CCC(CNC(=O)c2cccs2)CC1,0,4,22,0,19,2,1,6
COc1ccc(N(CC(=O)NCCc2ccc(S(N)(=O)=O)cc2)S(=O)(=O)c2c(C)noc2C)cc1,-6,1,-1,-1,-88,-2,-1,4
O=C(O)c1c(Nc2nnc(Cn3ccc(C(F)(F)F)n3)s2)sc2c1CCCC2,10,3,2,4,8,0,-3,2
COc1ccc(NC(=O)c2nc3ccccc3nc2N2CCCCC2)c(OC)c1,-20,2,1,-4,-16,-2,3,2
COc1ccc(CNC(=O)c2ccc(CNS(=O)(=O)c3ccc(NC(C)=O)cc3)cc2)cc1,41*,8,19,7,37*,5,8,13
COc1ccccc1NC(=O)CC(NCc1ccccc1)C(=O)O (centres undefined),2,-5,9,0,0,1,0,-5
CCOc1cccc(C2c3c(oc4ccc(C)cc4c3=O)C(=O)N2CCN2CCOCC2)c1 (centres undefined),25,7,40*,3,21,-1,4,9
CCOC(=O)c1ccc(NC(=O)CC2C(=O)N(c3ccc(OC)cc3)C(=O)N2C2CCCCC2)cc1 (centres undefined),10,12,10,6,22,-2,3,6

(continued)
canonical_smiles,USP17 inh,OTUD3 inh,USP8 block,USP7 inh,USP30 block,USP10 inh,UCHL1 block,USP28 inh
O=C(NC1CCCC1)C(c1ccncc1)N(Cc1ccc(F)cc1)C(=O)c1ccc(-c2ccccc2)[nH]1 (centres undefined),-9,-14,18,-33,-50,-5,-3,-9
O=C1/C(=C\c2ccc(O)cc2)CC/C1=C/c1ccc(O)cc1,-69,-35,-10,-12,-166,-5,-20,-73
COc1cccc(CNC(=O)CSc2ncc(-c3ccc(F)cc3)o2)c1OC,0,-2,-13,1,-7,-2,1,1
Cc1cc(-c2cnc(NCCN3CCC(C)CC3)nc2-c2ccco2)on1,-9,-10,0,2,-21,-2,1,-9
COc1cc(C)ccc1CN1CCC(c2ncncc2-c2noc(C)n2)C1 (centres undefined),-10,0,0,3,-2,-2,1,-4
COc1ccccc1C1N=C(N2CCOCC2)Nc2nc(C)cc(=O)n21 (centres undefined),2,-16,-21,1,-26,-3,-6,0
COc1ccc(OCn2ccc(C(=O)Nc3cnn(C)c3C)n2)cc1,.,-3,1,0,-5,0,-5,1

Screening data (PubChem BioAssay)
